USP1 inh: Inhibitors of USP1/UAF1: Primary Screen | Ubiquitin carboxyl-terminal hydrolase 1 (Homo sapiens), O94782 | recombinant USP1/UAF1, Ub-Rhodamine cleavage fluorescence | 390,000 tested, 0.23% active | Potency, µM (titrated, usually from 57.1 µM), for the others: at the highest dose activity change, negative = inhibition, hits mostly inhibitors; note: potency is the fitted concentration of half-maximal effect; % is set by controls: 0 for no effect and ±100 for the full control effect; nearly all actives have a fitted effect of over 60% in size; inactives centre near -12
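In this screen, compounds sit with the deubiquitinase complex (1nM) for 15 min at room temperature before Ub-Rho is added at 150nM final. Fluorescence rise is then followed for 6 reads every 60 seconds.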
Tb PGK inh: qHTS Assay to Find Inhibitors of Phosphoglycerate Kinase; PGK/GAPDH coupled, Kinase-Glo luminescence, 60 min; Potency, µM (doses to about 57.5 µM), inactives show top-dose activity change, negative = inhibition, most hits filed as inhibitors; 380,000 tested, 0.043% active; note: potency is the fitted concentration of half-maximal effect; % is set by controls: 0 for no effect and ±100 for the full control effect; nearly all actives have a fitted effect of over 60% in size
Target sequence (P07378 whole entry, looked up): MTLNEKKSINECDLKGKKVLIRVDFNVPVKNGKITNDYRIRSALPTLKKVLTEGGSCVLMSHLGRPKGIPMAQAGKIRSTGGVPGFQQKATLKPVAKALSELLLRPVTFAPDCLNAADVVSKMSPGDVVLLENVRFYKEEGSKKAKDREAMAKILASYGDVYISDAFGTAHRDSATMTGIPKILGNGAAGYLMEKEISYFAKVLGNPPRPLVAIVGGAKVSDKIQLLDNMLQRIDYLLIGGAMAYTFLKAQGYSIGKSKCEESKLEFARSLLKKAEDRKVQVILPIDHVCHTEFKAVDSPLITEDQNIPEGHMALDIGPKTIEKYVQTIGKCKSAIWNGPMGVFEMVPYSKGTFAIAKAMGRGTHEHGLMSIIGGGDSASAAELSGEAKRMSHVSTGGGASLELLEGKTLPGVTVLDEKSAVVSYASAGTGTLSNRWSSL
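Recombinant glycosomal PGK reaction used 1,3-bisphosphoglycerate generated in-well by GAPDH (100nM final) in 100mM TEA pH 7.6, 5mM MgCl2, 0.01% Tween-20. After 60 minutes at room temperature, ATP was read by Kinase-Glo Plus luminescence end-point.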
TrxR1 inh: qHTS Assay for Inhibitors of Mammalian Selenoprotein Thioredoxin Reductase 1 (TrxR1): qHTS; Potency, µM (highest dose often 114 µM), inactives show at the highest dose activity change, negative = inhibition, usual class: inhibitors; 390,000 tested, 1% active; recombinant rTrxR1, NADPH fluorescence consumption, selenite substrate; note: potency is the fitted concentration of half-maximal effect; % is set by controls: 0 for no effect and ±100 for the full control effect; nearly all actives have a fitted effect of over 65% in size
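Rat TrxR1 (90 nM in the dispensed reagent) was pre-reduced with 400 uM NADPH for 5 min at room temperature, then incubated with compound for 15 min. After 400 uM selenite was added, NADPH fluorescence (Ex 340/Em 450 nm) was followed for 8 min.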
GLS inh: qHTS for Inhibitors of Glutaminase (GLS) | Glutaminase kidney isoform, mitochondrial (Homo sapiens), O94925 | GLS enzymatic activity, qHTS titration | Potency, µM (doses to about 45.5 µM), inactives show at the highest dose activity change, negative = inhibition, hits mostly inhibitors | 410,000 tested, 0.21% active | AID 624170, 2012; note: potency is the fitted concentration of half-maximal effect; % is set by controls: 0 for no effect and ±100 for the full control effect
Target sequence (O94925 whole entry, looked up, canonical isoform): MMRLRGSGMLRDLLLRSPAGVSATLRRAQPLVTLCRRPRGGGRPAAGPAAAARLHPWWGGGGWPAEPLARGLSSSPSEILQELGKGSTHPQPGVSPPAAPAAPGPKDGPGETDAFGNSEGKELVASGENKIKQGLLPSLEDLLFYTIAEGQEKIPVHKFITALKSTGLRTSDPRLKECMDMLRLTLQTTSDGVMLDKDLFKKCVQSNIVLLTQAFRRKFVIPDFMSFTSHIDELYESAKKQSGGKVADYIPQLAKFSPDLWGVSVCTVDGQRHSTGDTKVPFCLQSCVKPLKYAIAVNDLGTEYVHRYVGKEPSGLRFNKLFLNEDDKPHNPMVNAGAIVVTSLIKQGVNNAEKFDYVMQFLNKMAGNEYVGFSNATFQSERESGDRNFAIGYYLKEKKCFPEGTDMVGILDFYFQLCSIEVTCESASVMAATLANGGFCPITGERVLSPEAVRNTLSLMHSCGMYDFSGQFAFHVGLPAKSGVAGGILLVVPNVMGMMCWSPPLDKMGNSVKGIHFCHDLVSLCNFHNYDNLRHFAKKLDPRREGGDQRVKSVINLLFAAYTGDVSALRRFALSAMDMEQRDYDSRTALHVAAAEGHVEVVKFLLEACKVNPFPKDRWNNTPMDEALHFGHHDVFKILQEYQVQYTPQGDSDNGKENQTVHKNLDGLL
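Compounds were pin-transferred onto hKGA, after which L-glutamine (1 mM solution) and a detection mix of glutamate oxidase, HRP and Amplex Red were added. Initial and 30 min RT fluorescence reads were collected.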
Pin1 inhibitor: qHTS Assay to Find Inhibitors of Pin1 | Peptidyl-prolyl cis-trans isomerase NIMA-interacting 1 (Homo sapiens), Q13526 | Pin1 FP peptide displacement, HiFluor488, 10 min | Potency, µM (top dose mostly 115 µM), for inactives: top-dose activity, negative = inhibition, most hits filed as inhibitors | 390,000 tested, 0.009% active; active = well fitted inhibition curve with a large enough effect in the polarisation, with a control signal flat, not every such curve was filed as active; inconclusive = small, poorly fitted or top-dose-only effect, or effect the other way, or a change in a side signal; inactive = no such curve, though single readings can be large or run the other way; the % refers to the polarisation; note: potency is the fitted concentration of half-maximal effect; % is set by controls: 0 for no effect and ±100 for the full control effect
mIDH1 inhibitor: qHTS for Inhibitors of mutant isocitrate dehydrogenase 1 (IDH1): qHTS; IDH1-R132H enzyme, NADPH consumption, diaphorase/resazurin fluorescence; 390,000 tested, 0.093% active; Potency, µM (titrated, usually from 76.6 µM), for inactives: top-dose activity change, negative = inhibition, actives largely listed as inhibitors; note: potency is the fitted concentration of half-maximal effect; % is set by controls: 0 for no effect and ±100 for the full control effect; nearly all actives have a fitted effect of over 65% in size
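IDH1-R132H (0.5 ug/mL) preincubated 30 min with compound, then NADPH (0.016 mM) and alpha-KG (2 mM) added; 80 min at RT, pH 7.5. Remaining NADPH coupled via diaphorase/resazurin to fluorescence (540/590 nm); concentration-response curves normalized to no-enzyme control.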
TrxR1 substrate: qHTS Assay for Substrates of Mammalian Selenoprotein Thioredoxin Reductase 1 (TrxR1): qHTS; Thioredoxin reductase 1, cytoplasmic (Rattus norvegicus), O89049; purified TrxR1 substrate turnover, NADPH consumption readout; Potency, µM (doses to about 114 µM), for inactives: at the highest dose activity change, negative = substrate turnover; 390,000 tested, 0.01% active; note: potency is the fitted concentration of half-maximal effect; % is set by controls: 0 for no effect and ±100 for the full control effect; nearly all actives have a fitted effect of over 50% in size
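Rat TrxR1, dispensed at 90 nM, was prereduced with 400 uM NADPH (final) for 5 min at ~22 deg C, then incubated with compound 15 min before 400 uM selenite. A first-read NADPH fluorescence drop versus no-compound background flagged substrates.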
HP1b binding inh: HTS for Inhibitors of HP1-beta Chromodomain Interactions with Methylated Histone Tails. 390,000 tested, 0.56% active. AlphaScreen HP1-beta / biotin-H3K9me3 peptide binding. Potency, µM (titrated, usually from 114 µM), for the others: top-dose activity change, negative = inhibition, actives largely listed as inhibitors. AID 540317, 2011. Chromobox protein homolog 1 (Homo sapiens), P83916; note: potency is the fitted concentration of half-maximal effect; nearly all actives have a fitted effect of over 70% in size; inactives centre near 23
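HP1-beta protein (50 nM final) preincubated 30 min at room temperature with biotinylated H3(1-18)K9me3 peptide (50 nM) in PBS pH 7.4, 0.01% Tween-20, then compound added for 30 min. AlphaScreen streptavidin donor/nickel chelate acceptor beads (10 ug/mL final), 30 min dark, luminescence read.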
PI4K2A block: qHTS for small molecular inhibitors of PI4K2A; 420,000 tested, 0.13% active; Phosphatidylinositol 4-kinase type 2-alpha (Homo sapiens), Q9BTU6; activity change, negative = inhibition, % at 76.9 µM; purified PI4K2A, ADP-Glo luminescence, 1 h; active compounds read low; AID 1346378, 2018; in the data active = activity change below about -50%; inconclusive = mostly about -30% to -49%;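 note: -100% = wells without enzyme as full effect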
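PI4K2A activity was measured by ADP-Glo luminescence: enzyme (4 ug/mL stock) and phosphatidylinositol (1.2 mM stock) in Tris pH 7.5/MgCl2/EGTA/Triton X-100 buffer were reacted with ATP (300 microM stock) for one hour at ambient temperature.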
Active calls of the source: *; i = inactive; ? = inconclusive; / = no result given; [ ] = another dose, or the depositor's remark. Unless noted, calls come from the whole dose curve; as a rule, active = well fitted curve in the direction sought with a large enough effect; inconclusive = small, poorly fitted or top-dose-only effect, or another doubt; inactive = no such curve, though single readings can be large; an effect the other way counts as inactive or inconclusive. The list is partial; the hit share may differ from the screen's.

1: CC(C)c1ccc(S(=O)(=O)N2CCN(C(=O)n3ccnc3)CC2)cc1
2: CCOC(=O)C1(Cc2cccc(Cl)c2)CCCN(C(=O)c2cc(C(C)C)nn2C)C1 (centres undefined)
3: COc1ccc(Nc2oc(/C=C/c3ccc(F)cc3)nc2C#N)cc1
4: CCCCn1c(=NC(=O)c2c(-c3c(F)cccc3Cl)noc2C)c(C(=O)OCC)cc2c(=O)n3ccccc3nc21
5: Cc1ccccc1Nc1nc(N)nc(COC(=O)c2ccc([N+](=O)[O-])o2)n1
6: COc1cc(OC)c(C#N)c(S(=O)Cc2ccccc2)c1 (centres undefined)
7: COC(=O)C1CCN(C(=O)COC(=O)c2n[nH]c3ccccc23)CC1
8: Cc1ccc(Cl)cc1NC(c1ccc(F)cc1)c1nnc(-c2ccccc2)o1 (centres undefined)

Screen / compound no. | 1 | 2 | 3 | 4 | 5 | 6 | 7 | 8
USP1 inh | -8% | 1% | -19% | -7% | -21% | -6% | -12% | 7%
Tb PGK inh | 11% | -1% | / | -3% | 8% | -10% | -1% | i
TrxR1 inh | -5% | -11% | -6% | 4% | ? | 7%[57.1 µM] | 16% | -1%[57.1 µM]
GLS inh | 11% | 4% | 1% | -2% | 2% | -11% | 0% | 3%
Pin1 inhibitor | -1% | 0% | 6% | 0% | 2% | -5% | -2% | 39%[activator]
mIDH1 inhibitor | -10% | 3% | / | -8% | -13% | 5% | 8% | 0%
TrxR1 substrate | -5% | -14% | -5% | 3% | -5% | 6%[57.1 µM] | 24% | -8%[57.1 µM]
HP1b binding inh | 33% | 24% | 22% | 23% | 27% | 52%[activator] | 25% | 6%
PI4K2A block | -4 | -3 | 1 | -3 | 2 | 0 | 3 | 0

In the list so far, 2 contain a cyano group:
3: COc1ccc(Nc2oc(/C=C/c3ccc(F)cc3)nc2C#N)cc1
6: COc1cc(OC)c(C#N)c(S(=O)Cc2ccccc2)c1 (centres undefined)

Screen / compound no. | 3 | 6
USP1 inh | -19% | -6%
Tb PGK inh | / | -10%
TrxR1 inh | -6% | 7%[57.1 µM]
GLS inh | 1% | -11%
Pin1 inhibitor | 6% | -5%
mIDH1 inhibitor | / | 5%
TrxR1 substrate | -5% | 6%[57.1 µM]
HP1b binding inh | 22% | 52%[activator]
PI4K2A block | 1 | 0

(list continues)
9: O=C(c1ccncc1)c1ccc(Br)cc1
10: COc1cc(NC(=O)c2cccs2)c(OC)cc1NC(=O)c1cccs1
11: CCn1cc([N+](=O)[O-])c(C(=O)N2CCOCC2)n1
12: Cc1ccc(NC(=O)CNc2cccc(S(=O)(=O)N3CCCCC3)c2)cc1F
13: O=C(NCC(c1cccnc1)N1CCc2ccccc2C1)C(=O)Nc1ccc(F)cc1F (centres undefined)
14: CCOc1ccc(CCNC(=O)COC(=O)CNS(=O)(=O)c2ccc(NC(C)=O)cc2)cc1OCC
15: Cc1ccc(CNC(=O)c2ccc(N3CCC4(CC3)CC(c3cccc(Br)c3)=NO4)c(NC(=O)c3ccc(Br)cc3)c2)cc1
16: CC(Sc1nc(-c2ccco2)nc2c1c(=O)n(C)c(=O)n2C)C(=O)O (centres undefined)

Screen / compound no. | 9 | 10 | 11 | 12 | 13 | 14 | 15 | 16
USP1 inh | -16% | -9% | -15% | -24% | -2% | -9% | -24% | -3%
Tb PGK inh | 2% | i | -14% | -4% | i | 3% | -7% | 7%
TrxR1 inh | 19% | -12% | -17% | 12% | 37%[11.4 µM] | 9% | 31% | -18%
GLS inh | -8% | 19% | 0% | 2% | 3% | 8% | 0% | 5%
Pin1 inhibitor | 0% | 1% | 0% | -2% | -2% | 14% | ? | 4%
mIDH1 inhibitor | 2% | 0% | 1% | -2% | 9% | -5% | -8% | 8%
TrxR1 substrate | 3% | -8% | -12% | -3% | -4% | -4% | 6% | -14%
HP1b binding inh | 24% | 18% | 29% | 15% | -3% | 6% | 36% | 6%[57 µM]
PI4K2A block | 0 | -5 | 5 | -1 | 0 | 2 | -1 | 1

17: CC(C)(C)NC(=O)Cn1cc(C#N)c2cc(Br)ccc21
18: CC(=O)N1CCC(C(=O)c2ccc(Cl)cc2)CC1
19: CCOC(=O)C1CCN(C(=O)CCc2nc3sc4c(c3c(=O)[nH]2)CCCC4)CC1
20: COc1ccccc1Nc1ncnc2scc(-c3ccc(F)cc3)c12
21: CCN(CC)CCCNC(=S)N1CCN(c2nc(-c3ccccc3)cs2)CC1
22: COc1ccccc1NS(=O)(=O)c1cc(NC(=O)c2cc[n+]([O-])cc2)ccc1N1CCCC1
23: Cc1ccc2nc(-c3ccc(C)o3)c(Nc3ccc4c(c3)OCCO4)n2c1
24: CCOC(=O)c1ccccc1NC(=S)N1CCN(C2CCCCC2)CC1

Screen / compound no. | 17 | 18 | 19 | 20 | 21 | 22 | 23 | 24
USP1 inh | -14% | 5% | -17% | -18% | -20% | -14% | -11% | 7%
Tb PGK inh | 2% | 4% | -13% | 3% | -6% | i | i | -13%
TrxR1 inh | 18% | 6% | -15% | 13%[57.1 µM] | 15% | 5%[11.4 µM] | -13% | 6%
GLS inh | -2% | 9% | -10% | 13% | 1% | 11µM* | -3% | 9%
Pin1 inhibitor | -1% | 0% | 38%[activator] | 2% | -9% | -11% | 21% | 3%
mIDH1 inhibitor | -1% | -5% | 8% | 18% | 2% | 9% | ? | 5%
TrxR1 substrate | 9% | 4% | -3% | -2%[57.1 µM] | 4% | -5% | 27% | 0%
HP1b binding inh | 35% | 27% | 15% | 20% | -1% | ? | 7% | 22%
PI4K2A block | -4 | -1 | 1 | -3 | 1 | 4 | 1 | 1

25: CCOC(=O)c1cnc2cc(C)nn2c1-c1ccccc1
26: CC(C)CN(C(=O)COC(=O)c1cnccn1)c1c(N)n(Cc2ccccc2)c(=O)[nH]c1=O
27: COc1cccc(CNC(=O)COC(=O)c2c(NC(C)=O)sc(C)c2C)c1
28: CCN(CC(=O)NC1CCS(=O)(=O)C1)C(=O)c1cc(OC)c(OC)c(OC)c1 (centres undefined)
29: COc1ccccc1-c1nc2c(c(SCc3cc(C)ccc3C)n1)Cc1c(CO)cnc(C)c1O2
30: CC(NC(=O)c1ccccc1SCC(=O)N1CCCC1)c1ccccc1 (centres undefined)
31: COc1ccc2[nH]c(=O)c(CN(C(=O)C3CCCO3)c3ccc(C)c(C)c3)cc2c1 (centres undefined)
32: O=C(COC(=O)c1ccc(S(=O)(=O)Nc2ccccc2)cc1)NCCC1=CCCCC1

Screen / compound no. | 25 | 26 | 27 | 28 | 29 | 30 | 31 | 32
USP1 inh | -21% | -17% | -10% | -26% | -1% | -5% | -21% | -18%
Tb PGK inh | 5% | -6% | -10% | 2% | i | i | -5% | 20%
TrxR1 inh | 18%[57.1 µM] | -17% | 5%[57.1 µM] | 21% | 14% | 14% | 19% | 14%[57.1 µM]
GLS inh | -4% | -8% | 0% | 3% | 2% | -9% | -1% | 10%
Pin1 inhibitor | -7% | -3% | 1% | 4% | ? | -1% | 0% | 12%
mIDH1 inhibitor | 3% | 6% | 0% | -4% | 0% | 3% | -9% | -13%
TrxR1 substrate | 14%[57.1 µM] | -2% | 10%[57.1 µM] | 1% | -10% | 2% | 23% | -7%[57.1 µM]
HP1b binding inh | 62%[activator] | 30% | 10% | 26% | 24% | 43%[activator] | 45%[activator] | 3%
PI4K2A block | -3 | 1 | -4 | 7 | 2 | 2 | -1 | 8

33: Cc1cccc(NC(=O)CN(CC2CCCO2)C(=O)c2cc3ccccc3o2)c1C (centres undefined)
34: COc1ccc(OC)c(NC(=O)COC(=O)c2ccc(S(=O)(=O)N3CCOCC3)cc2)c1
35: CCn1c(SCC(=O)N2CC(C)OC(C)C2)nc2c([nH]c3ccccc32)c1=O (centres undefined)
36: N=C1/C(=C\c2ccc(-c3cccc(C(=O)O)c3)o2)C(=O)N=C2SC=C(c3ccccc3)N12
37: COC(=O)CSc1nc(C)c(C(C)=O)cc1C#N
38: CCCCC(CC)c1nnc(NC(=O)c2cccs2)s1 (centres undefined)

Screen / compound no. | 33 | 34 | 35 | 36 | 37 | 38
USP1 inh | -3% | -10% | 1% | -13% | -9% | -23%
Tb PGK inh | -9% | 6% | 6% | ? | i | -6%
TrxR1 inh | -6% | 18% | -6% | -9% | 20%[57.1 µM] | 3%[57.1 µM]
GLS inh | 1% | 17% | 11% | 1% | 1% | 1%
Pin1 inhibitor | 4% | 2% | 37%[activator] | ? | 2% | 6%
mIDH1 inhibitor | 0% | 4% | -1% | -2% | 9% | 3%
TrxR1 substrate | -3% | 7% | -5% | -2% | 13%[57.1 µM] | -3%
HP1b binding inh | 11% | 14% | 13% | ? | 32% | 35%
PI4K2A block | 0 | 0 | -3 | -3 | 3 | 0
